# Growth percent in the NCI-60 one-dose screen (48 h, 10 µM unless noted): 100 = growth as untreated, 0 = no growth, -100 = all killed.
# OVCAR-3 – OVCAR-3 ovarian cancer. 79,000 tested, 7% active. AID 1794787
# OVCAR-5 – OVCAR-5 ovarian cancer; 82,000 tested, 2.9% active
# IGROV1 – IGROV1 ovarian cancer; 79,000 tested, 4.7% active
# OVCAR-8 – OVCAR-8 ovarian cancer. 81,000 tested, 4.4% active. AID 1794782
# SK-OV-3 – SK-OV-3 ovarian cancer cells; AID 1794785; 80,000 tested, 3.2% active
# PC-3 – PC-3 prostate cancer cells; 80,000 tested, 3.9% active
# OVCAR-4 – OVCAR-4 ovarian cancer cells. 80,000 tested, 3.7% active
# DU-145 – DU-145 prostate cancer | 81,000 tested, 4.2% active | AID 1794760
# * hit, by the source's call; x = not tested or not shown; & = joins results of further samples. Rule for the calls: active = growth percent below 10; inactive = the rest.
SMILES,OVCAR-3,OVCAR-5,IGROV1,OVCAR-8,SK-OV-3,PC-3,OVCAR-4,DU-145
CCOC(=O)OCc1ccccc1,111,105,103,102,106,102,122,108
COc1ccc(C(=O)CSc2nccc(Nc3ccc(N4CCOCC4)cc3)n2)cc1,109,104,88,76,100,85,85,91
Cc1sc2c(c1C)c(=O)nc1c(-c3nc4ccccc4s3)n[nH]n12,98,110,94,98,91,79,100,106
C(=Nc1ccccc1)c1ccccc1,85,100,101,100,93,98,105,105
O=C(O)/C=C/C(=O)Nc1ccc(C(=O)O)cc1,107,107,101,101,104,98,118,115
O=C(O)CCn1ccc2ccccc21,108,103,105,107,112,96,111,x
NS(=O)(=O)c1ccc(CCn2c(SCC(=O)c3ccc(Cl)cc3)nc3ccccc3c2=O)cc1,109,108,107,107,107,98,103,102
COC(=O)C1=NNC(C(=O)OC)C1c1ccccc1 (stereo unspecified),117,107,102,99,107,99,103,112
CN1CCN(Cc2ccc(C(=O)Nc3cncc(C#Cc4cnc5cccnn45)c3)cc2C(F)(F)F)CC1,63,47,31,79,79,60,42,36
Cn1cnc([N+](=O)[O-])c1/C=C1\Oc2ccc(Br)cc2C1=O,100,105,87,78,90,82,103,92
COc1cc2nc(SCc3n[nH]c(=S)n3C(=O)c3ccccc3)n(-c3ccc(Cl)cc3)c(=O)c2cc1OC,72,67,54,42,85,66,68,70
O=C(O)CCCCCC1CCCCC1,104,101,104,113,103,98,106,103
Cn1c(SCC(=O)c2ccco2)nc2ccccc2c1=O,107,111,86,101,107,94,96,106
COc1cccc(-c2nc3sccn3c2-c2ccnc(NCCCNS(=O)(=O)c3c(Cl)cccc3Cl)c2)c1,70,86,72,51,90,35,57,66
COCCn1cc(-c2nc(-c3cn(CCOC)c4ncccc34)cs2)c2cc(F)ccc21,18,39,30,62,77,39,25,86

# One compound at a time, from the list above. Screens in order: OVCAR-3, OVCAR-5, IGROV1, OVCAR-8, SK-OV-3, PC-3, OVCAR-4, DU-145
# Cc1sc2c(c1C)c(=O)nc1c(-c3nc4ccccc4s3)n[nH]n12 in the list: 98, 110, 94, 98, 91, 79, 100, 106
# COc1cc2nc(SCc3n[nH]c(=S)n3C(=O)c3ccccc3)n(-c3ccc(Cl)cc3)c(=O)c2cc1OC in the list: 72, 67, 54, 42, 85, 66, 68, 70

# Later entries:
SMILES,OVCAR-3,OVCAR-5,IGROV1,OVCAR-8,SK-OV-3,PC-3,OVCAR-4,DU-145
COc1cc(C)cc2oc3oc(=O)c(C(=O)c4cc5cc(Br)ccc5o4)cc3c(=O)c12,107,99,93,104,114,102,110,113
CCN(CC)c1ccc(-c2cc(-c3cc(OC)c(OC)c(OC)c3)nc(N3CCOCC3)c2C#N)cc1,33,5.9*,19,-28*,52,x,38,39
CCCC(=O)CC(=O)c1ccccc1,99,101,108,94,-20*,95,112,106
Cc1onc(-c2c(Cl)cccc2Cl)c1C(=O)SC1=NC(C)N2C(SC(=O)c3c(-c4c(Cl)cccc4Cl)noc3C)=NC(C)N12 (stereo unspecified),106,116,96,108,95,93,108,105
CCCc1ccc(-c2cn(CC(=O)Nc3nc4ccccc4s3)nn2)cc1,101,95,94,98,98,87,107,110
O=C1C=CC(=O)c2c1nc1n2CCCC1,21,112,103,92,93,90,101,63
COc1ccc(/C=C/c2nc(Nc3ccc(S(=O)(=O)Nc4cc(C)on4)cc3)c3ccccc3n2)cc1,84,71,78,61,77,75,73,77
CCNCCNc1cc(C(F)(F)F)c(C#N)c2nc3ccccc3n12,97,109,76,94,91,91,98,98
CCOC(=O)CS,105,106,113,109,107,99,115,102
O=c1oc2ccc(Br)cc2cc1-c1cs/c(=N/N=C\c2ccc(Cl)cc2)n1/N=C/c1ccc(Cl)cc1,108,106,105,98,100,76,100,102
Fc1ccc(Cn2cc(CSc3nc4ccccc4s3)nn2)cc1F,103,98,98,94,95,94,108,109
COc1ccc(OC)c(-c2nc(SCC(=O)c3ccc(-c4ccccc4)cc3)[nH]c(=O)c2C#N)c1,98,93,104,99,99,98,115,109
Clc1cc(Cl)c(C[N+]23CN4CN(CN(C4)C2)C3)cc1Cl,112,99,x,110,108,101,102,105
CCOC(=O)c1c(C)oc2ncnc(N3CCN(CC(=O)Nc4ccc(C)cc4)CC3)c12,111,94,98,98,106,89,78,107
CC1=C(C(=O)N(Cc2ccccc2)Cc2ccccc2)C(c2ccccc2)NC(=O)N1 (stereo unspecified),119,102,97,107,95,94,101,123
COc1cc(OC)c(S(N)(=O)=O)cc1C(=O)/C=C/c1ccc(C)cc1,x,13,25,32,38,19,53,1.3*
O=Cc1ccc(O)c(Cl)c1,108,98,100,103,95,86,113,109
O=C(NCCn1ccnc1)c1ccc(-c2nc3ccc4[nH]ncc4c3c3c2CCCC3)cc1,37,94,63,77,63,48,66,63
O=c1c2cccc3c(N4CCOCC4)ccc(c32)c2nc3ccccc3n12,100,99,58,94,91,100,70,109
CC(C)=CCC[C@](C)(O)[C@H]1CC[C@]2(C)[C@@H]1CC[C@@H]1[C@@]3(C)Cc4cn(-c5ccccc5)nc4C(C)(C)[C@@H]3CC[C@]12C,89,101,87,103,83,71,95,92
Cc1cc(NS(=O)(=O)c2ccc(N=Nc3c(N)[nH]c(=O)[nH]c3=O)cc2)nc(C)n1,106,105,92,105,101,96,101,110
CC(C)[C@H](NC(=O)[C@H](CC(=O)O)NC(=O)[C@H](CCCCN)NC(=O)[C@@H](N)CCCN=C(N)N)C(=O)N[C@@H](Cc1ccc(O)cc1)C(=O)O,110,108,96,103,111,91,110,106
CC(C)CC[n+]1cccc(C(N)=O)c1,104,92,99,114,110,98,110,107
CCCCN(CCCC)CCCCNc1c(C)cnc2cc(Cl)ccc12,88,96,91,92,103,75,80,98
Cc1cccc(Cl)c1NC(=O)NCCCN1CCCCC1C (stereo unspecified),116,101,107,97,109,97,111,116
CCOC(=O)C(=O)Nc1ccc(Cl)cc1,110,97,96,105,91,100,105,109
COc1ccc(-c2nn(-c3cccc(Cl)c3)cc2-c2c(C#N)c(=O)n3[nH]c(-c4ccccc4)nc3c2C#N)cc1,109,106,108,110,102,101,97,102
COc1cc(-c2cn(-c3ccc(-n4cc(-c5cc(OC)c(OC)c(OC)c5)[nH]c4=O)cc3)c(=O)[nH]2)cc(OC)c1OC,103,100,175,104,105,96,101,107
COc1cccc(C(=O)CSc2nc3sc4c(c3c(=O)n2-c2ccccc2)CCC(C)C4)c1 (stereo unspecified),115,111,78,85,89,98,85,95
[O-][N+](=Nc1ccc(Sc2ccccc2)cc1)c1ccc(Sc2ccccc2)cc1,103,91,106,97,103,88,81,107
NS(=O)(=O)c1ccc(-n2nc(-c3ccc(Cl)cc3)c3ccccc3c2=O)cc1,108,94,76,97,97,75,94,111
O=c1c2ccccc2nc2c3[nH]c4c(Cl)c(Cl)ccc4c3ccn12,89,97,70,81,88,84,34,67
N#Cc1cnn2c1ncc1ccccc12,108,106,101,105,97,98,114,110
Cc1ccc(-n2nc(C(=O)O)c(N3CCOCC3)n2)cc1,111,105,105,100,85,95,107,109
FC(F)(Cl)C(F)(F)Cl,129,98,119,109,124,104,116,x
O=c1c2ccccc2c2ccccc2c(=O)n1-c1c(Cl)cc(Cl)cc1Cl,119,109,110,105,99,94,102,119
CC1C(=O)OC(=O)N1c1ccccc1 (stereo unspecified),183,97,93,101,95,93,123,166
N#Cc1c(-c2ccc(C(F)(F)F)cc2)cc(N2CC(O)C2)n2c1nc1ccccc12,48,77,61,19,19,40,-30*,71
CCOC(=O)C1NN(c2ccc(S(N)(=O)=O)cc2)c2nc3nc(-c4ccc(OC)cc4)cc(-c4cccs4)c3c(=O)n21 (stereo unspecified),99,112,103,102,106,74,96,96
COc1cc(/C=N/Nc2ccc(F)cc2F)cc(OC)c1OC,93,82,70,70,108,78,79,92
CCCCCCCCn1cc[n+](C)c1 (tested in a mixture with another compound),82,98,73,76,82,94,61,97
Nc1ccc(CC(=O)O)cc1S(=O)(=O)O,115,107,111,100,105,103,135,112
CCC(=O)C(=O)c1ccccc1,102,109,105,104,102,97,104,98
O=S(=O)(O)NC1CCCCC1,103&108,94&98,99,96&101,103&112,97&96,119&118,103&115
O=C(CCCCCCCn1cc(-c2cccnc2)nn1)Nc1ccccc1-c1ccccc1,49,63,28,20,62,49,42,37

# For convenience, part of the list above:
SMILES,OVCAR-3,OVCAR-5,IGROV1,OVCAR-8,SK-OV-3,PC-3,OVCAR-4,DU-145
CCOC(=O)C1NN(c2ccc(S(N)(=O)=O)cc2)c2nc3nc(-c4ccc(OC)cc4)cc(-c4cccs4)c3c(=O)n21 (stereo unspecified),99,112,103,102,106,74,96,96
COc1cc(/C=N/Nc2ccc(F)cc2F)cc(OC)c1OC,93,82,70,70,108,78,79,92
CCCCCCCCn1cc[n+](C)c1 (tested in a mixture with another compound),82,98,73,76,82,94,61,97
Nc1ccc(CC(=O)O)cc1S(=O)(=O)O,115,107,111,100,105,103,135,112
CCC(=O)C(=O)c1ccccc1,102,109,105,104,102,97,104,98
O=S(=O)(O)NC1CCCCC1,103&108,94&98,99,96&101,103&112,97&96,119&118,103&115
O=C(CCCCCCCn1cc(-c2cccnc2)nn1)Nc1ccccc1-c1ccccc1,49,63,28,20,62,49,42,37

# (list continues)
SMILES,OVCAR-3,OVCAR-5,IGROV1,OVCAR-8,SK-OV-3,PC-3,OVCAR-4,DU-145
CCCCCN(CCCCC)C(=O)c1ccccc1,105,100,x,104,105,101,101,109
Cc1ccc(S(=O)(=O)C/C(=N\NC(=O)c2ccc(S(N)(=O)=O)cc2)c2cc3cc(Br)ccc3o2)cc1,111,98,105,102,x,104,x,108
CCN(CC)Cc1cc(NC(C)=O)ccc1O,107,95,96,101,87,83,102,102
Cc1ccc(Cc2ccccc2C(=O)O)cc1,113,116,118,109,110,104,108,114
CC(C)OC(=O)Nc1cc(C(F)(F)F)cc(C(F)(F)F)c1,x,102,101,103,107,105,102,101
CC/C=C\C/C=C\C/C=C\CCCCCCCCOc1cccc(CCOP(=O)(O)OCC[N+](C)(C)C)c1,107,92,102,102,98,92,104,106
Nc1nc(-c2ccnc(Cl)c2)nn1-c1nc2ccccc2s1,114,96,99,102,x,102,102,115
O=C(COc1ccc(/C=C2\CSc3ccccc3C2=O)cc1)c1ccc(Cl)cc1,96,x,x,110,107,x,107,113
CC(=O)[C@@]1(O)[C@H](O)C[C@H]2[C@@H]3CCC4=CC(=O)C=C[C@]4(C)[C@@]3(F)[C@@H](O)C[C@@]21C,103,95,99,99,76,98,100,94
O=[N+]([O-])c1cccc(Oc2ncccc2[N+](=O)[O-])c1,124,118,119,113,112,102,x,122
CC(=O)Nc1nc2ccc(NS(=O)(=O)c3cccc4c(N(C)C)cccc34)cc2[nH]1,41,84,52,85,88,60,77,88
CCOC(=O)c1cnc2cc(Cl)c(F)cc2c1Nc1cccc(S(N)(=O)=O)c1,112,90,91,103,96,95,x,107
N#CSc1c[nH]c2ccc(/C=C/C(=O)/C=C(/C=C/c3ccc4[nH]cc(SC#N)c4c3)OB(F)F)cc12,-53*,17,-56*,-22*,98,-23*,1.0*,1.6*
NC(=O)/C=C/c1ccccc1,119,112,111,101,110,104,109,120
Cc1ccc(-n2c(-c3cc(-c4cccnc4)n(-c4ccccc4)n3)n[nH]c2=S)cc1,108,121,88,120,111,114,x,108
O=C(NNc1ccccc1)C1CCCN1 (stereo unspecified),89,70,75,87,81,77,64,61
COc1cccc2c1C(=O)OC1(OC(=O)c3ccccc31)O2 (stereo unspecified),106,106,89,103,110,101,106,98
COC(=O)c1nc2cc(-c3ccc(OC)cc3)cnc2n1C,129,93,x,107,95,74,93,131
CCCCCC(=O)C(C)=O,102,96,104,102,100,101,110,104
O=C1c2cccc3cccc(c23)C(=O)N1CCO,111,108,119,107,130,106,106,100
CCc1cc(=O)n2c(-c3ccc(F)cc3)cnc2[nH]1,109,95,103,105,107,99,98,106
CCOc1ccc(C(C)=O)cc1NC(=O)c1cccc(-c2nnn(CC)n2)c1,7.1*,67,52,34,24,27,48,17
CC(=O)N1N=C(c2ccc(-n3ccc(C(F)(F)F)n3)cc2)CC1c1ccc[nH]1 (stereo unspecified),109,98,102,101,118,98,108,96
COc1cc(/C=C/C(O)=C2/C(=O)CC(C)OC2=O)cc2c1OCO2 (stereo unspecified),105,107,99,97,113,107,92,109
CCOC(=O)c1ccc(NC(=O)c2cn(-c3ccccc3)nc2-c2ccncc2)cc1,64,106,105,x,113,88,125,107
Cc1cc(OS(=O)(=O)O)c2ccccc2c1OS(=O)(=O)O,110,98,90,103,82,76,102,127
Nc1nc(N)c(N)c(Nc2ccc(CCO)cc2)n1,107,111,x,105,110,97,112,102
O=C1Nc2ccccc2C1=NC1CCCCC1,103,106,88,98,95,94,96,110
CCc1n(Cc2ccc3ccccc3n2)cc[n+]1Cc1ccc2ccccc2n1,14,43,30,27,33,19,15,52
Cc1cc(O)cc(C)c1O,113,117,111,114,109,102,x,123
CC1=C(NCCCN2CCCC2)C(=O)c2c(OCc3ccccc3)cccc2C1=O,96,86,97,85,106,85,86,100
CCCCN(C)CC#N,102,107,104,104,106,100,105,109
CCOC(=O)Nc1nccs1,109,110,97,104,100,98,109,109
COc1ccc(C)cc1NC(=O)CC(C)=O,119,103,124,107,105,99,111,121
C=CS(C)(=O)=O,107,102,102,97,90,93,116,105
C=CC(=O)OCCCCCCC,109,97,104,107,91,91,113,112
